D2 antag: antagonists of human D2 dopamine receptor | P14416 | HEK293 TREx D2 cells, calcium flux, dopamine EC80 | inhibition, % at 10 µM | actives 2% (n = 340,000) | AID 485344; in the data active = inhibition above about 30%; also: 0% is about no effect
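Calcium flux kinetic readout in an inducible HEK293 TREx D2 line plated overnight at 30 C. After 180 s compound exposure, an EC80 dopamine challenge follows with another 180 s kinetic read to detect antagonism.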
D1 antagonist: blocks dopamine activation of the human D1 receptor. HEK293 TREx D1 cells, calcium flux, dopamine EC80; active compounds read low. activity change, negative = inhibition, % at 10 µM. actives 3.2% (n = 360,000); in the data active = activity change below about -30%; also: % is scaled to controls: 0 for no effect and ±100 for the full control effect
Target sequence (P21728 whole entry, looked up): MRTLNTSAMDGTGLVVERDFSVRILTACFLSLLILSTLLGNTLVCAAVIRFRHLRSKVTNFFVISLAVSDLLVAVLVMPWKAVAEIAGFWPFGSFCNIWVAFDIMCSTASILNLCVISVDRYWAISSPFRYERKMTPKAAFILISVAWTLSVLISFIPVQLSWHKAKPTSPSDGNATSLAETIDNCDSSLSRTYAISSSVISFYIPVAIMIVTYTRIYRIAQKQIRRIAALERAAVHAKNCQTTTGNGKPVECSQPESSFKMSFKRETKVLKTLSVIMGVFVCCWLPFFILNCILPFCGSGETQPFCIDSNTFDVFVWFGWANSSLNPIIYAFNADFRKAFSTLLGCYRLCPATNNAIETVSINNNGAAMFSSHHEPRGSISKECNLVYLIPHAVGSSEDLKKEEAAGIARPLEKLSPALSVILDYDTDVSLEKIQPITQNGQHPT
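Kinetic fluorescence of a calcium dye serves as the read-out. D1-expressing Hek293 Trex cells, induced overnight at 30 C, are exposed to compound for 180 s before an EC80 dopamine addition, then read 180 s further.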
D2 ag: activates the human D2 dopamine receptor. P14416. HEK293 T-REx D2 cells, calcium flux agonist mode. activation, % at 2 µM. actives 0.53% (n = 340,000). AID 485358;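 active = activation over 3 SD above normal in the single-dose calcium agonist read, cut at about 30% in these data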; also: 0% is about no effect
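Calcium-flux readout, 1 cycle/sec over 180 s following compound pin transfer, in inducible HEK293 Trex D2 cells (force-coupled); dopamine controls included. Positive calcium responses during this window marked compounds as potential agonists.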
TRHR agonist: TRH receptor (human) agonism | AID 493084 | actives 0.18% (n = 360,000) | TRHR cells, calcium flux fluo-8, FDSS agonist mode | activation, % at 2 µM | P34981; also: 0% is about no effect
Target sequence (P34981 whole entry, looked up): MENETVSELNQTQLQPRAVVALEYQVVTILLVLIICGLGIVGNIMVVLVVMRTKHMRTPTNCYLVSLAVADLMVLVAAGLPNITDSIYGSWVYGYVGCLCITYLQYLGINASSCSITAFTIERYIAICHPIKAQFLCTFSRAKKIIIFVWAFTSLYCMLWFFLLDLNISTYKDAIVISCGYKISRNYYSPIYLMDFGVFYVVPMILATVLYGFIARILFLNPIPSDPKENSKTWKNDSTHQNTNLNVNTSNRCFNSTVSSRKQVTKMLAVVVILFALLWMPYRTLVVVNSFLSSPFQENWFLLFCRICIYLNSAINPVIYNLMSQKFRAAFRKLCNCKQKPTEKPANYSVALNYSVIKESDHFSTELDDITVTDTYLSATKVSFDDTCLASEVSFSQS
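Steps: seed TRHR cells overnight; add fluo-8 no-wash Ca dye, RT 30 min–1.5 h; record 10 s baseline; pin-transfer compounds; monitor fluorescence 1 cycle/s for the agonist window. Calcium increases flag candidate agonists.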
D2 potentiator: positive allosteric modulators of human D2 dopamine receptor; HEK293 T-REx D2, calcium flux, EC20 dopamine potentiation; potentiation, % at 10 µM; actives 0.34% (n = 340,000);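 active = potentiation over 3 SD above the plate norm, cut at about 30% in these data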; also: 0% is about no effect
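Potentiation of an EC20 dopamine calcium response measured kinetically over 180 s, after a preceding 180 s compound-only read flagging agonists. Cells: inducible Hek293 Trex D2 line, 4000/well, cultured overnight at 30 C before dye loading.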
RXFP1 antagonist: RXFP1 (human) relaxin receptor antagonism. HEK293-RXFP1, relaxin-stimulated cAMP HTRF, 30 min; active compounds read low. actives 0.59% (n = 350,000). activity change, negative = inhibition, % at 57.5 µM;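 active = activity change of -60% or lower, but not beyond a set lower limit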; also: % is scaled to controls: 0 for no effect and ±100 for the full control effect
D1 PAM: enhances dopamine response at the human D1 receptor. P21728. HEK293 TREx D1 cells, calcium flux, dopamine EC20 potentiation. potentiation, % at 10 µM. actives 0.036% (n = 360,000). AID 504651; in the data active = potentiation above about 30%; also: 0% is about no effect
D1 agonist: agonists of human D1 dopamine receptor; HEK293 T-REx D1 cells, calcium flux, agonist mode; activation, % at 2 µM; actives 1% (n = 360,000); AID 504660; also: 0% is about no effect
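Inducible HEK293 T-REx D1 cells, force-coupled to calcium signalling, were plated at 4000 cells/well with tetracycline and held overnight at 30 C. After no-wash calcium dye loading, compound-evoked calcium rise over 180 s flagged agonists.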
TRHR PAM: TRH receptor (human) allosteric enhancement | P34981 | TRHR cells, fluo-8 calcium fluorescence, EC20 TRH enhancement | enhancement, % at 2 µM | actives 0.66% (n = 360,000); in the data active = enhancement above about 30%; also: 0% is about no effect
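TRHR-expressing cells loaded with fluo-8 calcium dye were read kinetically (ex 480/em 530) during compound addition, then stimulated with an EC20 of TRH (10 nM final). Enhancement of the Gq-mediated intracellular calcium response was scored.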
Active calls of the source: *; x = no result given; & = joins results of further samples. Rule as the data show it, unless noted: active = activation above about 30%; inactive = the rest.

Every second line gives: D2 antag	D1 antagonist	D2 ag	TRHR agonist	D2 potentiator	RXFP1 antagonist	D1 PAM	D1 agonist	TRHR PAM
1. Cc1ccc(N=Cc2cc(Br)cc(Cl)c2O)cc1
 : -1.3	-3.9	1.5	1.8	-18.0	-38.0	6.8	4.5	4.1
2. COC(=O)CN1C(=O)CSc2ccc(S(=O)(=O)Nc3cccc(C)c3C)cc21
 : x	4.3	-0.5	-0.8	-9.1	16.7	-2.2	-0.6	-7.3
3. COc1ccc(NS(=O)(=O)c2ccc(Cl)s2)cn1
 : -10.0	-13.5	2.1	0.5	-1.5	-17.6	-2.6	1.5	0.8
4. O=C(CCC1=NS(=O)(=O)c2ccccc2N1)NC1CCCCCCC1
 : 5.4	-22.5	-0.1	0.5	-3.3	12.3	0.3	0.0	4.0
5. CC(C)CC(=O)Nc1ccc(-c2cn3ccsc3n2)cc1
 : 12.2	-9.8	-0.1	0.6	-4.7	-6.4	-5.2	1.9	3.2
6. O=C(O)/C=C1\NC(=O)c2ccccc21
 : 2.9	-2.1	-0.7	-0.6	13.8	0.4	0.3	2.9	-4.6
7. CCOc1ccc2nc(C)cc(C(=O)O)c2c1
 : -3.1	23.5	0.2	1.0	8.6	-6.1	-2.6	2.2	0.4
8. O=C(CCS(=O)(=O)c1cccs1)Nc1ccc(C(=O)Nc2ccccc2F)cc1
 : x	-7.6	-0.6	-2.3	5.8	x	-0.1	12.5	4.0
9. O=C(N/N=C/c1ccccc1O)C1SCCCS1
 : 4.2	1.8	0.3	1.0	-14.0	1.2	1.6	-2.3	9.4
10. CC(=O)Nc1ccc(S(=O)(=O)Nc2ccn(Cc3ccccc3Cl)n2)cc1
 : -0.7	-5.3	0.4	0.0	-6.0	17.5	-4.2	-0.1	5.8
11. CCOc1ccc(OCC)c(NC(=O)C2CCCN(S(=O)(=O)c3cc(Br)cc4c3N(C(=O)CC)CC4)C2)c1 (configuration not stated)
 : x	-10.5	-0.2	0.8	4.9	x	-1.1	2.8	-5.3
12. O=C(/C=C/c1cn(-c2ccccc2)nc1-c1cccnc1)N1CCCCC1
 : -0.3	-2.5	-10.7	-1.4	-0.1	11.6	-4.8	1.4	0.8
13. Cc1cccc(C)c1NC(=O)CNC(=O)C(Cc1ccccc1)NC(=O)c1ccccc1 (configuration not stated)
 : 3.5	-5.3	0.2	1.0	0.7	-2.7	-5.3	0.6	2.4
14. O=C(O)CCC(=O)Nc1nc2nc(-c3ccccc3)cc(-c3ccccc3)n2n1
 : 4.0	13.7	-0.3	0.8	10.2	-3.8	0.8	0.9	-2.8
15. Cc1ccc(S(=O)(=O)c2nc(NCCCn3ccnc3)sc2Cl)cc1
 : 2.8	8.7	0.4	0.2	4.6	2.2	-3.4	3.6	3.0
16. CC(=O)c1ccc(NC(=O)c2ccc3c(c2)N(Cc2cccc(Cl)c2)C(=O)c2ccccc2S3(=O)=O)cc1
 : x	-7.0	1.3	1.3	0.5	x	-2.4	5.6	30.3*
17. O=C(CC(c1ccccc1)c1ccco1)N1CCCCC1 (configuration not stated)
 : 21.4	6.5	1.3	-0.3	0.4	x	-1.8	-1.2	-1.2
18. CNCCCOc1ccc(C)cc1OC
 : -1.4	-2.2	-3.6	-4.9	9.2	-7.4	-2.5	2.7	8.8
19. CC(C)c1ccc(-c2noc(SCC(=O)N3CCCCC3C)n2)cc1 (configuration not stated)
 : x	-1.6	0.2	0.5	2.1	-16.5	-0.8	8.6	-0.4
20. O=C(N/N=C/c1ccco1)c1ccc(C(=O)N/N=C/c2ccco2)o1
 : -22.0	-1.8	-0.2	0.3	9.3	7.4	-7.2	-0.1	-2.2
21. N/C(=N\OC(=O)Cc1cccs1)c1ccc(Br)cc1
 : 5.6	31.2	-0.2	-0.3	3.8	-4.7	0.8	1.7	-5.1
22. O=C(O)C(O)c1ccccc1 (configuration not stated)
 : -12.3	-7.6&7.1	0.6	-0.3&0.1	-5.8	x	-5.5&2.3	-2.5&-0.5	-3.2&11.9
23. Cc1ccc(/C=N/NC(=O)c2ccncc2)o1
 : -5.7	-10.1	0.2	0.1	-12.0	x	10.8	1.7	2.1
24. COc1ccc2c(c1)CCc1sc(NC(=O)c3ccc(Cl)cc3)nc1-2
 : x	-11.2	-0.4	-0.6	4.4	-5.5	-4.8	1.0	-0.8
25. COc1ccc(OC)c(NC(=O)c2ccc(-c3csc(C)n3)cc2)c1
 : x	-2.4	x	-0.7	2.9	-22.0	-3.1	-0.4	-3.2
26. CCOc1ccc(S(=O)(=O)N(C)c2ccc(OCC(=O)NC3=NCCS3)cc2)cc1
 : 0.3	1.8	-3.4	-0.4	0.1	9.7	-4.0	0.7	1.2
27. O=c1oc2ccc(Br)cc2cc1-c1csc(-c2ccc(Cl)cc2)n1
 : x	8.9	0.8	0.1	8.9	-1.7	-2.6	2.1	0.6
28. CS(=O)(=O)N1CCCC(C(=O)NCCCN2CCN(Cc3ccccc3)CC2)C1 (configuration not stated)
 : 0.7	7.5	-0.6	-0.9	2.3	-4.8	-7.0	2.9	-2.4
29. CC(C)n1ncc2c(C(=O)N3CCN(c4ccc(F)cc4)CC3)cc(-c3ccccc3)nc21
 : 7.4	13.9	0.2	0.2	1.6	-10.1	-0.6	3.9	-6.5
30. CCC(C)n1c(=O)c(C(=O)Nc2ccccc2S(N)(=O)=O)c(O)c2ccccc21 (configuration not stated)
 : -30.9	1.7	1.7	1.0	12.5	-33.8	-0.2	6.8	4.6
31. CCOc1cccc(CN2CCC(n3nccc3NC(=O)c3ccc4c(c3)OCO4)CC2)c1
 : 1.6	-5.6	0.5	0.4	-8.7	-4.9	-1.4	8.8	-4.7
32. CCn1cc(/C=C(\NC(=O)c2ccccc2F)C(=O)N2CCCC2)c2ccccc21
 : -6.7	2.0	0.2	-0.7	7.2	0.6	8.5	4.3	4.4
33. Cc1cc(NC(=O)C2C3C=CC(C3)C2C(=O)O)no1 (configuration not stated)
 : 11.1	7.5	0.1	0.8	3.7	-9.8	-4.5	1.2	0.0
34. Cc1ccc(N(C(=O)c2ccc(S(=O)(=O)N3CCOCC3)cc2)C2C=CS(=O)(=O)C2)cc1 (configuration not stated)
 : 14.6	0.4	2.4	0.0	-0.7	3.1	-0.4	0.1	-3.9
35. COC(=O)C1CCN(Cc2cc(=O)oc3cc(C)c(Cl)cc23)CC1
 : 20.5	4.4	31.1*	-0.3	-7.7	-23.9	-4.2	3.7	-7.0
36. CCCS(=O)(=O)N1CCC(n2c(C(F)(F)F)nc3cccnc32)CC1
 : x	3.9	0.6	0.0	-3.2	3.5	-3.3	0.6	10.0
37. COC(CN(C(=O)CCl)C(C(=O)NC1CCCCC1)c1ccc(Cl)cc1)OC (configuration not stated)
 : -10.3	-8.2	0.4	0.2	0.2	1.5	-4.5	3.2	3.0
38. COc1cc2c(cc1OC)C1=C(C#N)CC/C(=N\S(=O)(=O)c3ccccc3)N1CC2
 : -3.0	-15.9	1.0	-0.1	-22.4	6.2	-3.0	1.2	-1.4
39. Clc1cccc(N2CCN(Cc3nc(-c4ccccc4)no3)CC2)c1
 : -4.7	8.3	-1.3	0.4	5.4	x	1.1	-1.1	0.0
40. CC1CCN(C(=O)C2CCN(S(=O)(=O)N3CCC4(CC3)OCCO4)CC2)CC1
 : 5.8	-37.8*	-0.2	-0.1	-17.0	-3.2	-8.2	8.3	-8.1
41. Cn1c(SCC(=O)c2cc(Cl)c(Cl)s2)nnc1-c1ccco1
 : -23.0	-68.2*	-0.8	-0.3	-13.5	-25.0	-0.7	-0.6	9.7

Of the compounds above, 11 contain a Cl atom:
Every second line gives: D2 antag	D1 antagonist	D2 ag	TRHR agonist	D2 potentiator	RXFP1 antagonist	D1 PAM	D1 agonist	TRHR PAM
1. Cc1ccc(N=Cc2cc(Br)cc(Cl)c2O)cc1
 : -1.3	-3.9	1.5	1.8	-18.0	-38.0	6.8	4.5	4.1
3. COc1ccc(NS(=O)(=O)c2ccc(Cl)s2)cn1
 : -10.0	-13.5	2.1	0.5	-1.5	-17.6	-2.6	1.5	0.8
10. CC(=O)Nc1ccc(S(=O)(=O)Nc2ccn(Cc3ccccc3Cl)n2)cc1
 : -0.7	-5.3	0.4	0.0	-6.0	17.5	-4.2	-0.1	5.8
15. Cc1ccc(S(=O)(=O)c2nc(NCCCn3ccnc3)sc2Cl)cc1
 : 2.8	8.7	0.4	0.2	4.6	2.2	-3.4	3.6	3.0
16. CC(=O)c1ccc(NC(=O)c2ccc3c(c2)N(Cc2cccc(Cl)c2)C(=O)c2ccccc2S3(=O)=O)cc1
 : x	-7.0	1.3	1.3	0.5	x	-2.4	5.6	30.3*
24. COc1ccc2c(c1)CCc1sc(NC(=O)c3ccc(Cl)cc3)nc1-2
 : x	-11.2	-0.4	-0.6	4.4	-5.5	-4.8	1.0	-0.8
27. O=c1oc2ccc(Br)cc2cc1-c1csc(-c2ccc(Cl)cc2)n1
 : x	8.9	0.8	0.1	8.9	-1.7	-2.6	2.1	0.6
35. COC(=O)C1CCN(Cc2cc(=O)oc3cc(C)c(Cl)cc23)CC1
 : 20.5	4.4	31.1*	-0.3	-7.7	-23.9	-4.2	3.7	-7.0
37. COC(CN(C(=O)CCl)C(C(=O)NC1CCCCC1)c1ccc(Cl)cc1)OC (configuration not stated)
 : -10.3	-8.2	0.4	0.2	0.2	1.5	-4.5	3.2	3.0
39. Clc1cccc(N2CCN(Cc3nc(-c4ccccc4)no3)CC2)c1
 : -4.7	8.3	-1.3	0.4	5.4	x	1.1	-1.1	0.0
41. Cn1c(SCC(=O)c2cc(Cl)c(Cl)s2)nnc1-c1ccco1
 : -23.0	-68.2*	-0.8	-0.3	-13.5	-25.0	-0.7	-0.6	9.7
